# Bioassay records deposited in PubChem by several laboratories.
# PPC-1+TRAIL kill = compounds killing PPC-1 cancer cells with TRAIL present, primary screen, TRAIL potentiator project, ATPLite luminescence, uHTS; PPC-1 cells + TRAIL, ATPLite viability luminescence; cell killing (% activity), % at 4 µM; 220,000 tested, 0.41% active;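 active = cell killing above 50% in the first pass at 4 µM, then a duplicate retest at 5 µM averaging 50% or more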;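 note: plate controls were cells with TRAIL plus DMSO for no effect and medium-only wells lacking cells for full effect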
# RBBP9 inhibitor = human RBBP9 inhibitors, primary screen, biochemical, fluorescence polarization, FP-Rh probe, HTS. Serine hydrolase RBBP9 (Homo sapiens), O75884. recombinant RBBP9. inhibition, % at 7.94 µM. 220,000 tested, 0.2% active;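 active = inhibition above the campaign mean of all tested compounds plus 3 SD, cut at about 14% in these data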;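 note: plate controls were DMSO wells with RBBP9 for no effect and wells lacking RBBP9 protein for full effect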
# Target sequence (O75884 whole entry, looked up): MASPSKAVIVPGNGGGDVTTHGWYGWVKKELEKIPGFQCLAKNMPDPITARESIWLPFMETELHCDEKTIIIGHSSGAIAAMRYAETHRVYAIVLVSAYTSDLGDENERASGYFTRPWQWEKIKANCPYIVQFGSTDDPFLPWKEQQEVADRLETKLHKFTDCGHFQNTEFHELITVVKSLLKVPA
#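 Measured by – fluorescence polarization · Test system – RBBP9 protein · Input – 2.5 µM RBBP9 dispensing solution, before mixing · Measure – percent inhibition from mP, scaled between DMSO and no-protein wells · Benchmarks – DMSO-treated enzyme wells and wells lacking RBBP9 · Times – preincubation 30 min plus labeling 45 min at 25 °C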
# TRPN1 ag = zebrafish TRPN1 channel agonists, primary screen, cell-based, HEK293, calcium fluorescence. transient receptor potential cation channel N1 (TRPN1/NompC), Danio rerio. AID 1424, 2008. activation, % at 3 µM. HEK293 zebrafish TRPN1-YFP, Fluo-8 calcium fluorescence; 100% = response to 87 µM carbachol. 220,000 tested, 0.18% active;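 active = activation above its plate's cutoff, the mean activation of test wells on that plate plus 3 SD, cut at about 19% in these data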;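 note: 0% = DMSO alone and 100% = 87 µM carbachol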
#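 System: zebrafish TRPN1-YFP in HEK293 cells / Dosing: 3 µM single point / Timing: dye loading 1 h at 37 °C, then 30 min room temperature / Signal: Fluo-8 calcium fluorescence, excitation 470-495 nm, emission 515-575 nm / Read-out basis: percent activation from peak over basal fluorescence ratio, control-normalized / Control set: high carbachol 87 µM, low DMSO alone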
# CHOP inh = inhibitors of CHOP promoter induction, primary screen, cell-based, unfolded protein response, luciferase reporter; CHO-K1 CHOP-promoter luciferase, tunicamycin-induced, 15-18 h; inhibition, % at 10 µM; 220,000 tested, 3.8% active; AID 2732, 2010;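 active = compounds that reduced the stress-induced luciferase reporter signal by more than about 70% of percent inhibition, limit read from the data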;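 note: 0% = tunicamycin plus vehicle and 100% = wells without tunicamycin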
# BaF3 tox = parental Ba/F3 cell viability inhibition, counter-screen for JAK2V617F inhibitor project, murine pro-B, CellTiter-Glo luminescence. AID 1486, 2009. inhibition, % at 5.6 µM. CellTiter-Glo ATP luminescence. 220,000 tested, 1.1% active;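 active = inhibition above a per-campaign cutoff, the mean inhibition of all tested compounds plus 3 SD, cut at about 27% in these data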;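 note: 0% = DMSO wells and 100% = JAK Inhibitor I control wells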
# Ba/F3 V617F tox = reduced viability of JAK2V617F-dependent Ba/F3 cells, primary screen, JAK2V617F inhibitor project, cell-based, Ba/F3 EpoR-JAK2V617F, luminescence; inhibition, % at 5.6 µM; 220,000 tested, 1.1% active; ATP luminescence;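 active = inhibition above the campaign mean plus 3 SD over all tested compounds, cut at about 24% in these data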;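 note: cytokine-independent growth of Ba/F3 cells driven by EpoR plus mutant JAK2; 0% = DMSO-treated cells and 100% = JAK inhibitor I control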
# Wee1 stabilizer = Wee1 degradation inhibitors, primary screen, cell-based, HeLa, Wee1K328M-luciferase, luminescence. Wee1-like protein kinase (Homo sapiens), P30291. HeLa Luc-Wee1K328M stability; 100% = proteasome inhibitor MG132 effect. reporter increase, % at 5 µM. 220,000 tested, 1.2% active;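 active = activation above the mean of all tested compounds plus 3 SD, set per screening run, cut at about 8.8% in these data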;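 note: cells exposed to compound for 20 h before luminescence read; 0% = DMSO alone and 100% = MG132 at 30 µM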
# TRPML3 agonist = human TRPML3 channel agonists, primary screen, cell-based, HEK293 TRPML3-YFP, Fluo-8 calcium fluorescence, 3 µM | activation, % at 3 µM | 220,000 tested, 0.29% active | AID 1448, 2008 | 100% = the carbachol control signal;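 active = activation above its plate's cutoff, the mean activation of the plate's test wells plus 3 SD, cut at about 12% in these data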;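 note: 0% = DMSO only wells and 100% = carbachol wells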
# Target sequence (Q8TDD5 whole entry, looked up): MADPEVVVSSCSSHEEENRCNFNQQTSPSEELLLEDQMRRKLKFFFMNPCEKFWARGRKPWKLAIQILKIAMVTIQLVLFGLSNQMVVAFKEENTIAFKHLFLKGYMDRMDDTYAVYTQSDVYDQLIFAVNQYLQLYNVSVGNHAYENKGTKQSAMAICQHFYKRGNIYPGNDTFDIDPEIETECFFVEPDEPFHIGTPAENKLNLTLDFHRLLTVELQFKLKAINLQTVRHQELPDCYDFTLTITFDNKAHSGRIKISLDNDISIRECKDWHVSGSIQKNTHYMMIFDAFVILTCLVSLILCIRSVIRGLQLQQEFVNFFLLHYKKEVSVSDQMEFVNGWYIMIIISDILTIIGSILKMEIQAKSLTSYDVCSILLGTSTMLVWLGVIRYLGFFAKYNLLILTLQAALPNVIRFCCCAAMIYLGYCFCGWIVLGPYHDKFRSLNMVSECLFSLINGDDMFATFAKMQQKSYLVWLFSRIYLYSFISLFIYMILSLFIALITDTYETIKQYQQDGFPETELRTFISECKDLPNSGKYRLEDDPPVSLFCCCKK
#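 Test system: HEK293 cells stably carrying human TRPML3-YFP; Doses: single dose, 3 µM final nominal compound, 0.3% DMSO final; Schedule: dye loading 1 h 37 °C then 30 min ambient, 125 s read; Technique: Fluo-8 calcium fluorescence; Benchmarks: high control carbachol 87 µM, low control DMSO.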
# TNF necrop inh = inhibitors of TNF-alpha triggered necroptosis, primary screen, cell-based, Jurkat FADD-/-, single concentration. Jurkat FADD-/- TNF necroptosis rescue, ATP luminescence, 24 h; 0 = TNF only, 100 = no-TNF cells. activation (protection from cell death), % at 10 µM. 220,000 tested, 0.068% active. AID 463075, 2010;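 active = activation, meaning protection from cell death, of at least 50% relative to plate controls; inactive = activation below 50%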;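 note: necroptosis triggered by 40 ng/mL TNF-alpha added together with compound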
# Active calls of the source: *; / = no result given.
SMILES,PPC-1+TRAIL kill,RBBP9 inhibitor,TRPN1 ag,CHOP inh,BaF3 tox,Ba/F3 V617F tox,Wee1 stabilizer,TRPML3 agonist,TNF necrop inh
CC(C(=O)N1CCN=C1c1ccccc1)N1C(=O)c2ccccc2C1=O (stereo not given),-8,2,0.8,7,-1,-1,6,0.8,2.8
CCOC(=O)C1CCCN(C(=O)c2cncc(Br)c2)C1 (stereo not given),10,-8,-0.3,20,4,-3,0,0.4,1.1
CN1CCCC(OC(=O)c2cccc(S(=O)(=O)N3CCCCCC3)c2)C1 (stereo not given),8,0,-0.1,6,2,-2,5,1.1,1.3
O=C(c1cc([N+](=O)[O-])ccc1Cl)N1CCN(Cc2ccc3c(c2)OCO3)CC1,8,-4,2.0,17,1,-4,3,1.2,4.3
C=CCNC(=O)c1ccc(Cn2cc(C(F)(F)F)ccc2=O)cc1,0,3,0.0,-1,2,-2,-4,0.3,0.4
COc1ccc2c(c1OC)C(=O)N1N=C(c3ccc(Br)cc3)CC21 (stereo not given),15,-6,0.8,45,5,3,-2,0.2,-2.3
COC(=O)C(CC(=O)c1cccc(OC)c1)c1ccc(F)cc1 (stereo not given),7,-11,-2.6,2,7,-2,0,-1.4,0.7
COc1ccccc1C(=O)C1CCCN(C(=O)CCc2ccccn2)C1 (stereo not given),24,-4,-1.6,40,-1,-1,-2,0.1,0.0
CC(C)[C@H](NC(N)=O)C(=O)NCCc1ccc(Cl)cc1Cl,2,-9,-0.5,-1,2,-6,3,-0.5,1.6
CCOC(=O)c1c(C)oc2ccc(OS(C)(=O)=O)cc12,3,-12,-1.3,-5,2,5,3,-0.8,1.1
Cc1sc(NC(=O)/C=C/c2ccc(C(C)C)cc2)c(C#N)c1C,4,-2,0.5,47,4,1,0,1.5,0.2
O=C(NCCN1CCN(c2ccccc2)CC1)C1CCN(S(=O)(=O)c2cccc3nonc23)CC1,34,-5,0.9,19,4,-1,0,0.1,-0.3
Cc1cn(COC/C=C/c2ccccc2)c(=O)[nH]c1=O,0,-5,0.7,2,6,0,4,1.0,0.5
CCCOc1c(Br)cc(C2C3=C(CCCC3=O)N(C)C3=C2C(=O)CCC3)cc1OC,30,-11,-2.0,9,10,3,-1,-0.2,0.2
Cc1cc(C)c2c(n1)sc1c(O)cc(=O)[nH]c12,10,-7,1.1,-2,1,-3,0,1.1,-1.5
COC(=O)C1=C(C)NC(=S)NC1c1ccc(-c2cc(Cl)ccc2Cl)o1 (stereo not given),15,-7,-0.2,40,6,4,0,-0.4,-15
COc1ccc(CNCC(O)COCc2cccs2)cc1 (stereo not given),14,-1,-0.3,27,2,-4,4,0.8,2.5
Cc1cc(C)n(C(=O)c2sc3cc(F)ccc3c2Cl)n1,4,-11,-0.3,20,5,-1,6,0.7,0.2
CCOc1ccc(S(=O)(=O)NCCCN2CCOCC2)c2ccccc12,-2,1,0.9,-10,8,6,0,1.1,-2.9
Cc1ccc(N=C/C(C(=O)C(F)(F)F)=C(\O)c2ccco2)cc1Cl,41,-2,-0.8,13,4,-1,1,0.0,-1.9
O=C(CN1CCN(C(c2ccccc2)c2ccccc2)CC1)Nc1ccc(N2CCOCC2)cc1,-11,-14,0.5,48,4,3,-1,0.0,-1.1
CCn1ncc(CN2CCN(C(=O)Nc3ccccc3C(=O)OC)CC2)c1C,-4,-7,1.1,2,2,-7,8,0.1,-0.3
CSc1ccc(C(=O)C2CCCN(C(=O)c3ccc(C)nc3)C2)cc1 (stereo not given),8,-11,0.9,16,4,2,5,1.2,-0.6
OC(c1cc(-c2ccc(C(F)(F)F)cc2)nc(C(F)(F)F)c1)C1CCCCN1 (stereo not given),1,-3,7.2,66,53*,96*,-2,5.3,-32
Cn1c(O)c(N=NC(=O)c2ccco2)c2ccccc21,23,1,-0.3,1,8,5,1,0.5,-0.2
CCOc1ccc(NC(=O)C23CC4CC(C2)CC(c2ccccc2)(C4)C3)cc1,9,-9,0.3,36,6,-4,3,0.4,0.6
Cc1ccc(S(=O)(=O)N2CCC(C(=O)NCC3CCCO3)CC2)cc1 (stereo not given),11,-6,-0.6,37,5,-3,-1,1.0,0.1
O=C(CC1C(=O)NCCN1C(=S)Nc1ccccc1)Nc1ccc(F)cc1 (stereo not given),15,-3,0.0,4,6,0,0,0.2,1.7
CC(C)(C)c1nc(S(=O)(=O)c2ccc(Cl)cc2)c(N2CCOCC2)o1,15,5,0.4,25,3,2,1,1.4,-0.2
CCN1CCN(C(=O)C2CCN(C(=O)c3cc4sccc4n3CC)CC2)CC1,17,3,0.6,5,1,-3,-2,0.5,-0.3
Cc1c(C(=O)Oc2ccc(-c3cnc4ccccc4n3)cc2)cccc1[N+](=O)[O-],5,0,0.5,-9,6,-3,-1,0.3,0.1
CCN1CCN(CC(O)COCCOc2ccc(Br)cc2)CC1 (stereo not given),-1,-3,-0.2,1,3,-1,0,0.7,2.5
CCC(C)NC(=O)CSc1nc2ccccc2c(=O)n1-c1c(C)n(C)n(-c2ccccc2)c1=O (stereo not given),12,-2,1.2,13,4,0,0,0.7,0.0
O=C(CCCn1c(=S)[nH]c2cc3c(cc2c1=O)OCO3)N1CCN(c2ccccc2)CC1,-12,-9,-0.8,1,4,0,0,-0.6,-10
NC(=O)NC(c1ccc(Cl)cc1)c1ccccc1Cl (stereo not given),11,-4,0.1,7,-1,2,1,0.3,-2.4
Cc1cccc(C)c1NC(=O)NCc1ccco1,14,-3,0.8,13,1,0,-2,0.3,1.2
O=C(Nc1ccc(Cl)cn1)c1ccc(COc2ccccc2Br)o1,-4,-3,-0.8,-5,-2,-4,1,0.2,0.8
O=C(Nc1ccc(N2CCOCC2)c(C(=O)O)c1)c1ccco1,18,3,0.1,4,1,-5,0,0.7,-2.5
O=C(CSc1ccc(-c2ccco2)nn1)NC1CCCCC1,26,-7,-2.1,22,4,-3,-1,0.3,1.1
CS(=O)(=O)N(CC(=O)Nc1ccccc1)c1cccc(Cl)c1Cl,/,0,-2.1,0,6,-1,-2,-0.7,2.0
COc1ccc(-c2nc3c4ccccc4[nH]c(=O)n3n2)cc1,39,-7,0.0,55,4,1,-4,0.9,-8.2
COc1cccc(NC(=O)C2C3CC4OC(=O)C2C4C3)c1 (stereo not given),15,-2,-0.3,35,0,-2,-1,0.4,-0.3
CNC(=O)c1c(NC(=O)c2ccc(N3C(=O)CCC3=O)cc2)sc2c1CCCC2,6,4,1.4,4,-3,1,0,0.9,2.7
CCOc1ccc(NC(=O)Cn2nnc(-c3ccccc3NC(=O)C3CC3)n2)cc1,23,0,0.6,6,7,1,-2,1.1,-0.4
COc1ccc(-c2nn(-c3ccccc3)cc2/C=C/C(=O)OCC(=O)Nc2cccc(C#N)c2)cc1,20,-7,1.0,3,6,0,-2,1.2,4.6
Nc1nnn(CC(=O)N/N=C/c2ccc(Cl)cc2Cl)n1,20,-5,0.5,-5,-1,-1,-2,0.1,1.3
OC(CCN1CCCC1)(c1ccccc1)C1CCCCC1 (stereo not given),5,-6,0.0,22,10,-1,0,1.4,0.7
CC(C)(C)c1ccc(OCC(=O)NC2CCS(=O)(=O)C2)cc1 (stereo not given),4,4,-0.5,33,0,-4,2,0.4,-1.2
C/C(=N/NC(=O)c1ccc(Br)o1)c1ccncc1,4,-7,0.6,-16,4,-2,1,0.0,0.2
O=C(CCN1CCN(CCO)CC1)Nc1ccc(OCc2ccccc2)cc1,2,-3,-0.1,2,4,3,2,1.0,1.4
Cc1cc(C)n2nc(SCC(=O)N(C)c3ccccc3)nc2n1,-6,-4,-1.0,24,1,-2,1,0.4,-1.9
Cc1cc(Cl)ccc1NC(=O)CCC(=O)N/N=C/c1cc([N+](=O)[O-])ccc1O,1,-6,-0.7,36,10,6,0,-0.7,-7.7
CCN(c1ccccc1)S(=O)(=O)c1ccc(Cl)c(C(=O)NCC2CCCO2)c1 (stereo not given),4,3,-0.3,10,7,-1,1,0.3,0.1
O=c1oc2cc(Br)ccc2n1CSC1=NCCS1,-4,2,-2.1,71*,-4,-5,-2,-1.4,23
CS(=O)(=O)N(CC(=O)N1CCCC1)c1cc(Cl)c(Cl)cc1Cl,-8,-10,1.7,-15,8,4,-2,0.2,-1.1
O=C(COC(=O)c1ccc[nH]c1=O)NC1CCCCCC1,13,5,-0.1,14,1,-3,2,0.0,0.8
CN(C)C(=O)c1nnsc1Sc1ccc(Cl)cc1,5,3,0.0,18,2,-4,1,-0.3,0.1
COc1ccc(OC)c(C2=Nn3c(nnc3-c3cccc(OC(C)C)c3)SC2)c1,-6,-5,0.9,43,1,1,3,-0.1,-0.3
COc1ccc(NS(=O)(=O)c2cccc3cccnc23)cc1,18,-7,4.0,26,4,-2,2,-0.3,-0.9
O=C1c2ccc(Br)cc2C(=O)N1c1ccc(Cc2ccncc2)cc1,/,-4,8.9,47,2,0,2,3.2,-1.3
CCCn1c2ccccc2c2nnc(SCC(=O)Nc3ncccn3)nc21,7,-2,0.9,42,1,-7,1,0.6,-3.1
Cc1ccn2c(NCc3ccccc3)c(-c3cccs3)nc2c1,-13,-3,-3.1,15,8,-2,2,-1.0,1.1

# Profiles, looked up by structure. Order of screens: PPC-1+TRAIL kill | RBBP9 inhibitor | TRPN1 ag | CHOP inh | BaF3 tox | Ba/F3 V617F tox | Wee1 stabilizer | TRPML3 agonist | TNF necrop inh
# CN(C)C(=O)c1nnsc1Sc1ccc(Cl)cc1 across the screens: 5 | 3 | 0.0 | 18 | 2 | -4 | 1 | -0.3 | 0.1
# CCN(c1ccccc1)S(=O)(=O)c1ccc(Cl)c(C(=O)NCC2CCCO2)c1 (stereo not given) across the screens: 4 | 3 | -0.3 | 10 | 7 | -1 | 1 | 0.3 | 0.1
# CNC(=O)c1c(NC(=O)c2ccc(N3C(=O)CCC3=O)cc2)sc2c1CCCC2 across the screens: 6 | 4 | 1.4 | 4 | -3 | 1 | 0 | 0.9 | 2.7
